Screening data as filed in PubChem.
Dynein transport: blocks dynein driven cargo transport along microtubules. 3617.4 mouse cells, GR-EGFP nuclear translocation imaging; test concentration mostly 20 µM; stimulated with dexamethasone, 1 µM; stronger effect = lower value. z-score, hits read low. 220,000 compounds, 0.47% hits;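 active means plate z-score of nuclear minus cytoplasmic receptor signal below a set negative limit, without overly bright fluorescence or cell loss, cut at about -3.5 in these data, passing the limit was not always enough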;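 further: z-score of nuclear minus cytoplasmic ring GR-EGFP intensity difference per well; some compounds called inactive have numbers as strong as hits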
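Buffer or medium: tetracycline-free induction medium containing charcoal-stripped FBS / Reagent: dexamethasone agonist, 1.0 µM final, for 30 min / Technique: automated 10x imaging of fixed Hoechst-stained cells / Times: induction 48 h, compound 1 h, agonist 30 min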
Hep lipid drop: hepatic lipid droplet formation modulation. AML12 mouse hepatocytes, oleate lipid droplets, BODIPY imaging. inhibition, % at 6.5 µM. 240,000 compounds, 0.4% hits. AID 1656;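 active means lipid droplet intensity inhibited by at least 50%, with more than 500 cells counted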
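Assay system: AML12 mouse liver cells | Compound: 6.5 µM single-point dosing | Schedule: Overnight exposure | Technique: Fluorescence imaging, 20x objective, two fields per well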
Myeloid diff 2: compounds promoting myeloid differentiation; AID 624256; calls only at 10 µM; 360,000 compounds, 1% hits; ER-HoxA9 myeloid progenitors, lysozyme-GFP differentiation, flow cytometry;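 active means normalized GFP-positive differentiation at or above the plate's own cutoff, the solvent-only control mean plus 3 SD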;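 further: cells exposed to compound for four days before flow analysis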
T cell HTS: T cell immune modulators affecting CD8 T cell-vesicle binding | calls only at 7 µM | 330,000 compounds, 0.068% hits | 2C CD8+ T cell-vesicle binding, flow cytometry; stronger effect = lower value | AID 2052;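 active means response, share of CD8 T cells binding vesicles, and their 90th percentile fluorescence all below set limits, cut at about 80% in these data, passing the limit was not always enough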
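Read-out – percent CD8+ FL2 mean versus row control · System – murine 2C transgenic CD8+ T lymphocytes · Times – 1.5 h cell–vesicle binding at 37 °C, then 20 min icy labelling · Control set – naked vesicles low, QL9 vesicles with vehicle high · Detection – cytometric PE anti-B7-1 and Alexa647 anti-CD8 signals after 1% paraformaldehyde fixation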
TNAP activators: human TNAP enzyme activators, primary screen, biochemical, luminescent, no phosphate acceptor, uHTS (AID 1001) | purified TNAP, luminescent activation assay, no phosphate acceptor; higher activation fold means a stronger effect | activation fold at 20 µM; hits with a dose series show EC50 in µM | 200,000 compounds, 0.03% hits; in the data active means activation fold from about 3, or a potency from the dose series; inactive means the rest, 99 in 100 with activation fold below about 1.6; further: many of its hits are not listed in these tables
human PMI inhibition: inhibitors of human PMI, primary screen, biochemical, fluorescence intensity, coupled assay (AID 1209) | purified PMI enzyme, coupled fluorescence intensity; higher % means a stronger effect | one-dose inhibition, % at 20 µM; IC50 in µM for titrated hits | 190,000 compounds, 0.42% hits; in the data active means inhibition above about 50%;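 further: plate controls were DMSO vehicle for no effect and wells lacking substrate for full effect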
bCat nuc transl: beta-catenin nuclear translocation modulation. HeLa beta-catenin nuclear translocation, immunofluorescence imaging. nuclear translocation activity, % at 5 µM. 190,000 compounds, 0.3% hits. AID 1665;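 active means nuclear translocation activity above 50% at 5 µM, with a well cell count of 50 or more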;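 further: per-cell ratio of nuclear to cytoplasmic median beta-catenin stain intensity; plate controls were DMSO negative control for no effect and GSK-3 inhibitor IX positive control for full effect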
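assay system = human HeLa cells, endogenous beta-catenin | times = compound treatment 24 h, 37°C, 5% CO2 | detection = Anti-beta-catenin immunofluorescence on PFA-fixed, Triton-permeabilized cells, DAPI nuclei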
Ins promoter up: MIN6 insulin promoter up-regulation. MIN6 insulin promoter-GFP reporter, high-content imaging; stronger effect = higher value. z-score at 5 µM. 190,000 compounds, 0.3% hits. AID 1625;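 active means z-score above 3 at 5 µM with at least 500 cells counted in the well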
MT stabilize HCS: microtubule stabilization, imaging screen; HeLa tubulin immunostaining HCS, 24 h; share of cells brighter than vehicle mean+2SD; % tubulin-high responders, % at 10 µM; 200,000 compounds, 0.83% hits; AID 2205;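 active means plate Z-score above 3 for both tubulin-high and condensed-nucleus cell shares, with cell loss under 80%, at 10 µM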;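 further: anti alpha tubulin signal scored within the nucleus-defined area of each cell; some results filed as inactive read as strong as hits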
Dynein transport cytoplasmic EGFP: also measured in Dynein transport; calls as there; z-score; measured here: cytoplasmic GR-EGFP intensity; stronger effect = higher value
Dynein transport nuclear GR-EGFP: second read-out of Dynein transport, no call of its own (marks repeat the call); z-score; measured here: nuclear GR-EGFP intensity;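 lower value marks the stronger effect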
Dynein transport cell count: further read-out of Dynein transport, marked with its call; z-score; measured here: cell count per field
Ins promoter up cell count: further read-out of Ins promoter up, marked with its call; cell count; measured here: cytotoxicity, nuclei count;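 total cells summed across four imaged fields per well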
Hep lipid drop cells 6.5 µM: recorded beside Hep lipid drop, whose call it bears; cell count; measured here: cell count, cytotoxicity flag;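 cells counted across two imaged fields per well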
bCat nuc transl cell count 5 µM: second read-out of bCat nuc transl, no call of its own (marks repeat the call); cell count; measured here: cell count, cytotoxicity flag
T cell HTS vesicle-bound %: recorded beside T cell HTS, whose call it bears; double positive events, %; measured here: CD8+ vesicle-bound cell fraction;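 binding gate set so that unloaded-vesicle control wells show 10% double positive cells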
MT stabilize HCS Hoechst-high %: also measured in MT stabilize HCS; calls as there; % Hoechst-high responders; measured here: nuclear condensation Hoechst responders;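 share of cells brighter than vehicle mean plus two SD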
MT stabilize HCS cytotoxicity %: further read-out of MT stabilize HCS, marked with its call; toxicity, %; measured here: cytotoxicity by cell density;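 0% = mean cell density of plate MIN control wells and 100% = no cells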
Myeloid diff 2 GFP+ MAC1+ %: further read-out of Myeloid diff 2, marked with its call; GFP+ MAC1+ double positive, %; measured here: differentiation confirmed by MAC1 staining
Numbers without * were called inactive; i = inactive; . = not tested or not shown. Rows are unselected. About 3% of those tested had a hit in this group.

SMILES | Dynein transport | Dynein transport cytoplasmic EGFP | Dynein transport nuclear GR-EGFP | Dynein transport cell count | Hep lipid drop | Hep lipid drop cells 6.5 µM | Myeloid diff 2 | Myeloid diff 2 GFP+ MAC1+ % | T cell HTS | T cell HTS vesicle-bound % | TNAP activators | human PMI inhibition | bCat nuc transl | bCat nuc transl cell count 5 µM | Ins promoter up | Ins promoter up cell count | MT stabilize HCS | MT stabilize HCS Hoechst-high % | MT stabilize HCS cytotoxicity %
CCOc1ccc(NC(=O)c2ccccc2CO)cc1 | -0.47 | -0.23 | -0.0021 | 1.4 | . | . | i | 0.8 | i | 38 | 1.1 | 9% | . | . | 0.52 | 944 | 3.3 | 2.4 | 13
COc1cccc(-c2nc(CS(=O)(=O)CC(=O)Nc3cc(C)ccc3C)c(C)o2)c1 | 2.4 | 0.036 | 1.9 | -1.5 | 1 | 580 | i | 2.0 | i | 46 | 1.2 | 8% | -0.9 | 1142 | -0.59 | 1570 | 8.5 | 1.8 | 5.3
Cc1ncsc1CCOC(=O)c1ccc(Cl)cc1 | -0.51 | -0.092 | 0.43 | 0.42 | 7 | 741 | i | 0.1 | i | 41 | 1 | 10% | 0.0 | 1521 | 0.41 | 1421 | 5.5 | 3.2 | 7.5
COc1ccc2c(c1OC)C(=O)N(c1ncn[nH]1)C2 | 0.063 | -0.24 | 0.37 | -0.56 | -6 | 769 | i | 0.2 | i | 32 | 1.1 | 8% | . | . | 0.04 | 1301 | 3.1 | 2.0 | 5.4
O=C1Nc2cc3c(cc2Sc2ccccc21)OCCO3 | 1.7 | -0.22 | 0.95 | -0.94 | . | . | i | 0.8 | i | 42 | 1 | 12% | 5.5 | 1150 | -0.19 | 1214 | 5.8 | 3.3 | 1.7
Cc1ccccc1-n1c(=O)cc(NCC2CCCO2)[nH]c1=O (stereo not drawn) | -0.66 | -0.16 | -0.02 | -1.1 | 4 | 730 | i | 8.0 | . | . | 1.1 | 6% | -0.2 | 1111 | 0.58 | 1219 | 4.1 | 1.4 | 7.0
Cc1cccc(NC2=C(Cl)C(=O)OC2OC(C)C)c1 (stereo not drawn) | -0.6 | -0.35 | -0.3 | 1 | -11 | 718 | i | 0.1 | i | 48 | 1 | 6% | 0.4 | 1066 | -0.53 | 1239 | 5.6 | 1.2 | 5.7
Cc1ccc(-c2cc(C(=O)Nc3ccc(S(=O)(=O)Nc4ncccn4)cc3)c3ccccc3n2)cc1 | 2 | -0.19 | 0.84 | -1.1 | -1 | 709 | i | 1.1 | i | 39 | 1 | 8% | 1.1 | 1024 | 0.32 | 1440 | 2.6 | 2.5 | 11
CC(C)OC(=O)C(C)Oc1ccc(C(=O)NCCc2ccccc2)cc1 (stereo not drawn) | -1.1 | 0.017 | -0.29 | 0.94 | -2 | 812 | i | 0.0 | i | 58 | 1.1 | 4% | 3.2 | 997 | 0.6 | 846 | 1.7 | 1.3 | 7.4
COc1ccc(C(=O)Nc2ccccc2C(=O)N/N=C/c2ccc(O)c(OC)c2)cc1 | -0.57 | -0.24 | -0.43 | 1.4 | . | . | . | . | i | 15 | 1 | 12% | 1.9 | 1302 | 0.64 | 1582 | 2.8 | 1.9 | 3.8
CN(C(=O)CSc1ncnc2sccc12)c1c(N)n(Cc2ccccc2)c(=O)[nH]c1=O | 0.26 | 0.026 | 0.2 | -0.19 | -4 | 750 | i | 0.2 | i | 13 | . | . | -4.9 | 1170 | -0.1 | 1407 | . | . | .
C/C(=N\NC(=O)CCCOc1ccc(Cl)cc1C)c1ccc(C)o1 | -0.046 | -0.23 | -0.32 | 0.45 | -1 | 745 | i | 0.7 | i | 48 | 1 | 10% | . | . | 0.16 | 946 | 2.6 | 2.3 | 2.2
COc1ccc(Cl)cc1NC(=O)Nn1cnnc1 | -1.3 | -0.26 | -0.43 | 0.61 | 11 | 779 | i | 1.3 | i | 22 | 1.2 | 5% | . | . | 0.54 | 941 | 2.4 | 1.7 | 7.9
CCOC(=O)c1ccc(N2C(=O)CC(Nc3ccc(O)cc3)C2=O)cc1 (stereo not drawn) | -1.5 | -0.26 | -0.35 | 1.7 | 0 | 687 | i | 0.0 | i | 53 | . | . | -1.3 | 1308 | -1.8 | 1004 | . | . | .
CCOc1ccc(/C=N/NC(=O)C(C)Sc2ccccn2)cc1OCC (stereo not drawn) | 0.61 | -0.1 | 0.63 | -1.2 | 41 | 729 | i | 0.6 | i | 56 | 1.1 | 15% | 0.1 | 1142 | . | . | 1.4 | 1.8 | 3.9
COc1ccc(Cn2nnnc2C(c2cc(OC)ccc2OC)N2CCC(C(N)=O)CC2)cc1 (stereo not drawn) | 3.3 | -0.12 | 1.6 | -1.9 | . | . | i | 0.6 | i | 24 | 1.1 | -1% | 3.4 | 685 | 0.45 | 980 | 2.3 | 1.2 | 7.5
Cc1ccn2c(NC(=O)c3ccccc3)c(-c3cccs3)nc2c1 | -0.19 | 0.27 | 0.54 | -0.22 | . | . | i | 0.9 | . | . | 1.1 | -1% | 0.9 | 1228 | -0.32 | 1573 | 2.9 | 1.5 | 5.4
CCOC(=O)c1cnc(SCC(=O)Nc2ccc(NC(C)=O)c(OC)c2)nc1N | -1.4 | -0.32 | -0.59 | 0.43 | . | . | i | 0.5 | i | 50 | 1.1 | 5% | -3.8 | 931 | 0.92 | 1252 | 4.3 | 4.4 | 8.7
S=C(NCCN1CCCCC1)Nc1ccc(Br)cc1 | 3.1 | -0.35 | 1.3 | -2.1 | 8 | 656 | i | 0.8 | i | 40 | . | . | 0.7 | 1287 | 1 | 935 | . | . | .
CN1CCN(c2nc3c(c(=O)[nH]c(=O)n3C)n2CCSc2nc3ccccc3s2)CC1 | -0.29 | -0.16 | 0.11 | -0.3 | -17 | 729 | i | 2.1 | i | 24 | 1.1 | -5% | 2.4 | 930 | -0.11 | 1141 | 5.4 | 1.7 | 7.3
O=C(Nc1ccccc1)c1ccsc1 | -0.47 | -0.3 | -0.36 | 0.26 | -40 | 681 | i | 0.4 | i | 28 | 1.1 | -9% | 2.7 | 515 | -0.12 | 1279 | 1.8 | 2.3 | 3.7
CC1(C)CC(=O)C=C(C(=O)N2CCCC(C(=O)c3cccc(Cl)c3)C2)O1 (stereo not drawn) | 1.4 | -0.29 | 0.43 | -0.15 | -8 | 749 | i | 0.2 | i | 29 | 1.1 | 3% | 3.1 | 985 | 0.63 | 1526 | 1.1 | 1.3 | 0.9
CC(C)[n+]1ccn(C2=C([O-])c3ccccc3C(=O)/C2=N\S(=O)(=O)c2ccccc2)c1 | 1.6 | -0.2 | 0.78 | -1.4 | -6 | 732 | i | 0.4 | i | 19 | . | . | 0.1 | 1304 | 1.5 | 976 | . | . | .
N#CC(c1ccc(Cl)cc1)c1ccc(Cl)nn1 (stereo not drawn) | -0.69 | -0.095 | -0.29 | 0.13 | 6 | 791 | i | 1.1 | i | 38 | 1.2 | -6% | . | . | . | . | 1.0 | 1.1 | 11
CCOC(=O)C1=C(C)N(C)C(C)=C(C(=O)OCC)C1c1cccnc1 | 1.2 | -0.21 | 1.7 | -1.5 | -15 | 470 | i | 0.7 | i | 32 | 1 | 0% | . | . | 0.54 | 1260 | 3.2 | 2.2 | 8.0
COCCNC(=O)C(C)N(c1ccc(Oc2ccccc2)cc1)S(C)(=O)=O (stereo not drawn) | -0.44 | -0.23 | 0.43 | -0.27 | 0 | 684 | i | 0.6 | i | 46 | 1.2 | 6% | -0.4 | 1120 | -0.78 | 1294 | 4.7 | 0.8 | 80
O=C(Nc1ccc(O)cc1)C1CC=CCC1 (stereo not drawn) | -1.1 | -0.31 | -0.35 | 0.1 | . | . | i | 0.2 | i | 35 | 1.1 | 4% | -2.0 | 936 | -0.48 | 1510 | 4.7 | 3.3 | 7.5
COCc1nnc(SCC(=O)Nc2cccc(Cl)c2C)n1-c1ccccc1 | -0.69 | -0.17 | -0.065 | -0.31 | . | . | i | 0.6 | i | 44 | 1.1 | 4% | -5.7 | 1021 | -0.2 | 1015 | 3.8 | 1.3 | 6.6
CCOC(=O)c1cccc(NC(=O)c2ccc(N(C)C)cc2)c1 | -0.39 | 0.28 | -0.55 | 0.38 | -3 | 694 | i | 0.7 | i | 44 | 1 | -6% | . | . | 0.49 | 1177 | 2.9 | 4.7 | 9.8
Cc1cccc(C)c1NC(=O)c1cc2c(=O)c3ccccc3oc2nc1C(F)(F)F | 0.51 | -0.22 | 0.77 | 0.38 | . | . | i | 1.1 | i | 10 | 1.1 | -4% | -0.4 | 1394 | -0.09 | 1313 | 2.4 | 1.5 | 7.2
